# Source: PubChem BioAssay
# CXCR6 inh – blocks human CXCR6 beta-arrestin recruitment. O00574. CHO-K1 PathHunter CXCR6 beta-arrestin, luminescence. inhibition, % at 20 µM. 360,000 tested, 0.36% active; in the data active means inhibition above about 34%, passing the limit was not always enough;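 further: antagonist mode with CXCL16 agonist at 10 nM final; 0% = 10 nM CXCL16 with DMSO and 100% = unstimulated wells without agonist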
# Target sequence (O00574 whole entry, looked up): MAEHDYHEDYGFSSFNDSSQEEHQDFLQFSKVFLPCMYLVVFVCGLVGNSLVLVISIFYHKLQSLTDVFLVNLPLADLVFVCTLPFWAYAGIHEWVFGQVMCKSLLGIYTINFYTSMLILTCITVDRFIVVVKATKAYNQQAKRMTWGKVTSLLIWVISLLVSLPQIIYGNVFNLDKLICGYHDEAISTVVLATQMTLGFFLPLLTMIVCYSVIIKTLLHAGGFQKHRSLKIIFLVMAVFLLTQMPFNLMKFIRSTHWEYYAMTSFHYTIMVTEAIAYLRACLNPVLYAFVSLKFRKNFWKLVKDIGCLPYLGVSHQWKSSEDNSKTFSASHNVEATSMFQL
# Mdm2 MdmX PPI – human Mdm2/MdmX binding inhibition | O15151+Q00987 | SaOS-2 split-luciferase Mdm2/MdmX complementation, luminescence | inhibition, % at 8 µM | 330,000 tested, 3% active;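 active means inhibition of at least 50% at 8 µM in the primary screen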
# UPR CHOP act – apoptotic UPR (CHOP) activation; 330,000 tested, 0.34% active; CHO-CHOP luciferase reporter, luminescence; percent of tunicamycin response over DMSO baseline; AID 449763; activation, % at 10 µM;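 active means at 10 µM dose, activation of 40% or more, normalized to positive control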;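 further: 100% = tunicamycin at 10 µg/mL and 0% = DMSO alone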
#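 System: CHO-CHOP luciferase reporter cell line | Buffer or medium: F12 medium containing 10% fetal bovine serum | Doses: One dose, 10 µM in 0.5% DMSO | Times: 6 h compound exposure at 37 °C after overnight seeding | Signal: Luciferase luminescence | Read-out: % activation vs tunicamycin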
# Gli-Sufu antag – Gli-Sufu pathway antagonism; AID 588413; Sufu-KO-LIGHT fibroblasts, Gli luciferase reporter luminescence; inhibition, % at 5 µM; 340,000 tested, 0.74% active;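 active means inhibition above about 55%, limit read from the data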;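 further: 0% = DMSO-treated cells and 100% = wells with medium but no cells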
# UPR XBP1 act – activators of adaptive arm of unfolded protein response (XBP1); CHO-XBP1 luciferase reporter, IRE1-XBP1 UPR activation, luminescence; percent of tunicamycin response, DMSO as zero; activation, % at 20 µM; 330,000 tested, 0.33% active;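 active means versus positive control, 20 µM dose yields 30% or more activation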;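 further: 100% = tunicamycin at 10 µg/mL and 0% = DMSO only wells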
#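 Material: CHO-XBP1 cells stably carrying IRE1-XBP1-driven luciferase reporter | Medium: F12 with 10% serum | Compound dosing: 20 µM single concentration, DMSO 1% | Incubation: Overnight seeding at 37 °C, 6 h compound treatment at 37 °C | Detection: Steady-Glo luminescence read | Read-out basis: % activation of reporter signal versus tunicamycin and DMSO controls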
# CCR6 antag – antagonists of human CCR6 receptor | CHO-K1 CCR6 PathHunter beta-arrestin, luminescence, CCL20-stimulated | inhibition, % at 20 µM | 340,000 tested, 0.49% active | AID 493098;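 active means compounds whose inhibition of the agonist-driven luminescence signal at 20 µM reaches about 50%, limit read from the data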;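 further: cells stimulated with CCL20 at 14 nM final; plate controls were DMSO with CCL20 for no effect and DMSO without agonist for full effect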
# Target sequence (P51684 whole entry, looked up): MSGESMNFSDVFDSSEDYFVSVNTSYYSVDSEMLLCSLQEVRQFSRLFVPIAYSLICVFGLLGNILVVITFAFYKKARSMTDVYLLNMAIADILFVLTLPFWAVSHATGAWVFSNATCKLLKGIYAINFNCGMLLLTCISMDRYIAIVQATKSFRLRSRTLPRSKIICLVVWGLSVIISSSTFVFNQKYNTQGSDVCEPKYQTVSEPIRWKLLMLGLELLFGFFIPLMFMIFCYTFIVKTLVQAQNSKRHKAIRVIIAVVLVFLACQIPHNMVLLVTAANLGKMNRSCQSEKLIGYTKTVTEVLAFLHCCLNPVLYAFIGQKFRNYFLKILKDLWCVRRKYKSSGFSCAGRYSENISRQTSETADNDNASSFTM
# Jurkat NFkB inh – lowers PMA/ionomycin-induced NF-kB signal in Jurkat cells; 330,000 tested, 0.53% active; inhibition, % at 4 µM; PMA/ionomycin-induced NF-kB luciferase reporter, luminescence; AID 435003; in the data active means inhibition above about 50%
# EBI2 antag – antagonists of human EBI2 receptor. AID 651636. inhibition, % at 5 µM. 360,000 tested, 0.81% active. P32249. EBI2 beta-arrestin recruitment, luminescence, 7a,25-OHC stimulated; in the data active means inhibition above about 38%;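 further: enzyme fragment complementation signal reports receptor beta-arrestin coupling in cells; 0% = agonist plus DMSO wells and 100% = wells without agonist; some results beyond the cut were filed as inactive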
# Target sequence (P32249 whole entry, looked up, the tested form may be a part): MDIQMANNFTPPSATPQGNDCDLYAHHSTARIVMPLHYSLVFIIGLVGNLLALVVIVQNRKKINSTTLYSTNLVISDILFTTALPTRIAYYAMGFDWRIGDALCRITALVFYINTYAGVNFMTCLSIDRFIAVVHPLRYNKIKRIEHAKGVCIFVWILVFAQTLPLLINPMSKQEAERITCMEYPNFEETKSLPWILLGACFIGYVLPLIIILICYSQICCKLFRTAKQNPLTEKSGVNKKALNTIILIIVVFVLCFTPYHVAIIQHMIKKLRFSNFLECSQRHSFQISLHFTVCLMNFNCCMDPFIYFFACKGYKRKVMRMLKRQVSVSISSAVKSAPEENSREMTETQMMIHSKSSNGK
# 697 NFkB inh – lowers PMA/ionomycin-induced NF-kB signal in 697 B cells. 697 B-cell NF-kB luciferase reporter, 16 h. inhibition, % at 4 µM. 330,000 tested, 0.33% active; in the data active means inhibition above about 35%
# An asterisk follows results filed as active; . = not tested or not shown.
no.	canonical_smiles	CXCR6 inh	Mdm2 MdmX PPI	UPR CHOP act	Gli-Sufu antag	UPR XBP1 act	CCR6 antag	Jurkat NFkB inh	EBI2 antag	697 NFkB inh
1	CCN(CC)CCN1C(=O)C(=O)/C(=C(/O)c2ccc(OC(C)C)cc2)C1c1ccncc1 (stereo unspecified)	4.1	12.5	1.9	0.9	1.0	16.3	5.5	-10.2	-5.4
2	CC1=C(C(=O)NC2CC(C)(C)Cc3c2cnn3-c2ccc(C)cc2)OCCO1 (stereo unspecified)	-8.2	2.5	2.7	13.4	-2.2	26.9	4.6	7.1	12.2
3	COc1ccc2nc(NC(=O)c3cccc(-c4cc5ccccc5oc4=O)c3)sc2c1	-5.4	78.1*	24.8	-28.8	77.9*	5.1	-22.9	1.1	-77.0
4	CCOc1ccccc1C(=O)Nc1cnn(Cc2ccc(F)cc2)c1	-22.8	-16.8	1.0	1.8	0.2	0.7	8.6	-0.2	-10.8
5	Cc1nn(CCC(=O)NNC(=S)NCC(C)C)c(C)c1Br	38.1	-23.0	0.7	5.3	1.2	53.3*	-12.8	22.2	-1.9
6	O=C(COC(=O)C1CC2CCCC(C1)C2=O)Nc1ccc(Cl)cn1 (stereo unspecified)	-5.0	-1.5	0.8	1.0	1.6	3.4	-1.0	-1.4	14.2
7	CSc1nc2n(n1)C(c1ccccn1)C1=C(CC(C)(C)CC1=O)N2 (stereo unspecified)	1.6	-2.2	-0.4	4.2	0.1	-39.2	3.2	1.1	16.9
8	Cc1ccc(C(=O)NC(=S)Nc2ccc(NC(=O)c3cccc(Cl)c3)cc2)cc1	8.7	36.8	4.4	-48.5	6.2	35.6	-25.6	16.6	-304.6
9	CN(C)CC(O)COC(c1ccc(Cl)cc1)c1ccc(Cl)cc1 (stereo unspecified)	3.6	34.3	-0.3	8.5	-1.6	17.3	-1.5	-6.8	1.6
10	CC(C)(C)c1ccc(C2(C)NC(=O)N(CC(=O)NC3CCS(=O)(=O)C3)C2=O)cc1 (stereo unspecified)	-3.0	-5.2	-2.2	-9.4	-0.5	11.0	-1.5	-3.5	-16.9
11	CS(=O)(=O)N1Cc2ccccc2CC1C(=O)OCC(=O)NCc1ccccc1 (stereo unspecified)	2.0	19.9	0.4	-5.5	-2.9	4.5	4.2	-0.1	12.3
12	Cc1noc(C)c1NC(=O)N(C)C[C@H]1Oc2ccc(NC(=O)Nc3ccc(C(F)(F)F)cc3)cc2C(=O)N([C@H](C)CO)C[C@@H]1C	-10.2	-12.7	-1.0	-10.0	0.9	0.9	8.7	3.5	9.8
13	COc1ccc(OCc2ccc(C(=O)O)cc2)cc1	-3.6	-36.7	0.4	-44.3	0.2	-0.5	-5.8	0.4	-71.5
14	CCCCNC(=O)c1onc(CSc2ccc(Cl)cc2)c1C(=O)NCCCC	6.2	35.3	-0.5	8.6	0.1	21.3	-8.3	-2.0	-7.9
15	Oc1ccccc1C=NC1=NN(c2cccc(C(F)(F)F)c2)CC1	-14.0	25.1	0.1	-2.0	1.2	-0.6	-24.5	0.4	-6.3
16	COC(=O)C1CCN(S(=O)(=O)c2ccc(Br)s2)CC1	3.2	21.2	1.5	4.3	-2.1	11.0	-4.8	-12.7	-1.3
17	N#CC1=C(N)Oc2ccc3ccc(O)cc3c2C1c1ccsc1 (stereo unspecified)	-3.5	.	.	-7.2	.	-0.4	.	-2.1	.
18	CCOc1cc(/C=C2\C(=N)N3N=C(S(=O)(=O)CC)SC3=NC2=O)ccc1OC(=O)c1ccco1	5.3	-10.3	-0.1	-6.4	0.7	14.2	7.4	13.9	3.5
19	COc1ccc2[nH]c3c(NCCC4=CCCCC4)ncnc3c2c1	6.5	.	.	67.6*	.	24.9	.	23.9	.
20	O=C(Cc1ccccc1)N/N=C/c1cc(Br)cc(Cl)c1O	7.3	58.6*	-0.1	23.7	-0.5	8.7	3.3	9.2	5.9
21	O=C(C1CCN(S(=O)(=O)c2ccccc2)CC1)N1CCOCC1	-0.6	29.1	-2.2	3.0	-0.9	-0.8	17.7	-6.1	14.1
22	Cn1c(=O)c2c(nc(CN3CCOCC3)n2CC(O)CO)n(C)c1=O (stereo unspecified)	-6.4	-15.9	-1.8	4.1	1.1	-4.1	-4.4	-2.7	20.2
23	Cc1c(Cl)cccc1NC(=O)C1NC(=O)CC1c1ccccc1 (stereo unspecified)	-0.5	2.7	-0.9	-14.2	-1.4	3.9	7.8	-5.6	8.8
24	CCOC(=O)N1CCC(NC(=O)c2cc(-c3ccc(OC)cc3)nc3ccccc23)CC1	6.7	-6.4	1.2	-6.9	-3.2	-3.2	-4.3	6.1	11.1
25	Cc1cc(C(=O)NNC(=S)Nc2ccccc2C)cs1	19.7	-49.8	3.0	-36.7	0.7	31.6	-80.2	1.5	-90.2
26	CN1CCCC(OC(=O)c2ccc(C#N)cc2)C1 (stereo unspecified)	-0.1	-16.1	1.8	8.3	1.3	3.2	3.1	-12.7	1.8
27	Cn1c(=O)c2ncn(CC(=O)N/N=C/C=C/c3ccccc3)c2n(C)c1=O	-0.2	-3.9	0.4	4.8	2.5	-9.6	-5.8	-8.6	12.7
28	Cc1ccc(C)c(S(=O)(=O)Nc2nc(C)c(C(=O)Nc3ccccc3)s2)c1	-6.3	2.9	2.2	-1.3	0.0	4.4	12.7	-27.1	5.6
29	Cc1cc(C(=O)COC(=O)CNC(=O)c2ccc(F)cc2)c(C)n1Cc1ccco1	-6.5	56.9*	5.4	4.1	0.3	5.9	-10.6	-6.6	-38.2
30	COc1cc(OC)nc(Oc2ccccc2C(=O)Oc2cccc(C)c2)n1	8.2	27.4	-3.9	7.0	-3.1	5.3	-5.5	10.3	-0.1
31	CN(C(=O)COC(=O)C1c2ccccc2Oc2ccccc21)C1CCS(=O)(=O)C1 (stereo unspecified)	3.1	-2.6	1.9	5.9	-2.3	8.2	2.0	-18.0	12.6
32	Cc1cc(C)nc(SCc2nnc(SCC(=O)N3CCCc4ccccc43)n2C)n1	-2.0	3.5	-1.3	-2.3	-3.9	14.9	15.5	-10.4	12.6
33	Cc1ccc(S(=O)(=O)N(Cc2n[nH]c(=S)n2-c2ccccc2)c2cccc(Cl)c2)cc1	-4.7	-32.5	2.5	5.4	-1.7	3.4	14.2	-1.1	3.6
34	O=C(Cn1nnc2ccccc2c1=O)N[C@H](C(=O)O)c1ccccc1	-5.5	-3.2	1.9	-0.5	-0.3	6.4	-8.6	20.1	14.6
35	Cc1c(C(=O)N(Cc2ccc(N(C)C)cc2)CC2CCCO2)oc2ccccc12 (stereo unspecified)	3.6	14.8	2.0	10.7	-0.1	17.8	-2.7	9.1	-4.3
36	Cc1cccc2c1Sc1ccccc1CC2=O	-7.1	8.2	-4.3	-26.4	-3.7	12.8	-22.3	6.5	17.1
37	COc1ccc(OC)c(NC(=O)Nc2ccc3c(c2)CCC3)c1	0.6	-16.7	3.8	-8.0	-0.7	-4.8	-2.8	3.8	0.7
38	CN(CC(=O)Nc1ccc(S(N)(=O)=O)cc1)Cc1ccccc1F	2.9	-2.6	-0.5	20.3	1.5	15.6	-0.1	-5.7	10.3
39	CC(C)CCn1c(SCC(=O)OCn2nnc3ccccc3c2=O)nc2ccccc2c1=O	-5.3	-5.9	6.9	5.3	-3.0	4.7	8.9	4.4	6.3
40	COCc1nnc(NC(=O)c2ccc(S(=O)(=O)N3CCCc4ccccc43)cc2)o1	6.0	28.6	0.9	-4.0	4.0	16.7	0.0	1.1	13.0
41	CCOc1ccc(C(=O)Nc2ccc(C(F)(F)F)n(C)c2=O)cc1	-9.3	2.6	0.2	26.0	5.7	-3.2	7.0	-1.1	-7.3
42	COc1ccc(CCNC(=O)c2nnn(CC(=O)Nc3ccc(C)cc3C)c2N)cc1OC	5.8	-9.6	0.3	-9.2	-2.2	-7.3	-6.7	1.5	9.0
43	O=C(CN1CCCSc2ccccc21)N1CCN(S(=O)(=O)c2ccccc2)CC1	-13.9	-4.7	-0.9	1.6	1.9	3.6	2.9	6.3	8.0
44	CNCC(O)Cn1c(C(F)(F)F)nc2ccccc21 (stereo unspecified)	-2.4	-8.0	-2.3	6.4	-2.8	-7.0	-1.8	-6.4	1.3
45	CC(=O)N(c1cccc(C)c1)C1SC(=O)N(c2ccccc2)C1=O (stereo unspecified)	3.1	-26.2	-0.7	1.4	0.7	-6.5	-13.4	-3.0	-8.5
46	CCOc1ccc(OCCn2ccnc2)cc1	-1.8	4.9	3.3	2.6	-0.4	9.0	21.1	-17.4	-11.6
47	Cc1nnc(SC(C)C(=O)Nc2nccs2)s1 (stereo unspecified)	2.3	21.4	-1.1	-7.7	-1.8	-0.6	12.5	-10.3	8.9
48	COc1ccc(C2=NN(CN3C(=O)C(=O)c4ccccc43)C(c3cccc([N+](=O)[O-])c3)C2)cc1 (stereo unspecified)	0.4	14.4	4.2	-3.6	-2.5	23.9	-15.7	6.5	-11.1
49	c1csc(CNc2ncnc3ccc(-c4ccoc4)cc23)c1	-6.3	65.4*	-0.9	-27.9	-1.9	-5.5	3.8	6.0	-47.1
50	CC(C)(C)C1CCC(C(=O)Nc2cccnc2)CC1 (stereo unspecified)	-8.4	19.0	-0.2	12.0	-0.6	0.9	8.2	2.7	-2.0
51	COc1cc(C(=S)N2CCCC2)ccc1OC(=O)c1ccc(Cl)cc1[N+](=O)[O-]	-13.7	-4.1	-0.9	-2.6	-0.5	6.3	-6.4	5.9	-14.2
52	CCc1c(C)nc2[nH]nc(-c3ccccc3C)n2c1=O	-1.1	-11.6	-2.2	-1.6	-0.6	-3.0	-2.5	-0.2	15.9
53	Nc1ncnc2c1ncn2[C@@H]1O[C@H](CO)[C@@H](O)[C@@H]1O	-5.3	11.8	-2.3	3.0	-6.5	5.0	-3.3	-5.8	-9.9
54	CC1CCCCC12NC(=O)N(CC(=O)NC(=O)NCc1ccco1)C2=O (stereo unspecified)	-1.0	-4.9	-1.2	-11.6	0.2	-1.7	-13.8	-6.4	-12.7
55	Cc1nn(-c2ccccc2)c(C)c1C(=O)OCC(=O)Nc1ccccc1C(F)(F)F	2.1	-5.4	3.2	-20.9	1.7	12.4	-8.3	0.0	-15.2
56	O=C(Cn1nnc(-c2cccs2)n1)Nc1ccccc1C(F)(F)F	-10.5	-0.6	-0.5	-15.0	-4.8	-8.8	-1.3	-1.9	13.0
57	O=c1c2c([nH]c3ccccc13)C(=C1CCCC1)CC2	-8.0	-3.7	0.6	0.6	-3.0	23.0	10.1	-4.7	-9.4

# With a hit mark in CCR6 antag, of those listed so far:
No.	Compound	CXCR6 inh	Mdm2 MdmX PPI	CCR6 antag	Jurkat NFkB inh	EBI2 antag	697 NFkB inh
5	Cc1nn(CCC(=O)NNC(=S)NCC(C)C)c(C)c1Br	38.1	-23.0	53.3*	-12.8	22.2	-1.9

# Gathered by group, the entries above with a nitro group on carbon (2)
no.	canonical_smiles	CXCR6 inh	Mdm2 MdmX PPI	UPR CHOP act	Gli-Sufu antag	UPR XBP1 act	CCR6 antag	Jurkat NFkB inh	EBI2 antag	697 NFkB inh
48	COc1ccc(C2=NN(CN3C(=O)C(=O)c4ccccc43)C(c3cccc([N+](=O)[O-])c3)C2)cc1 (stereo unspecified)	0.4	14.4	4.2	-3.6	-2.5	23.9	-15.7	6.5	-11.1
51	COc1cc(C(=S)N2CCCC2)ccc1OC(=O)c1ccc(Cl)cc1[N+](=O)[O-]	-13.7	-4.1	-0.9	-2.6	-0.5	6.3	-6.4	5.9	-14.2
